Screens: PubChem, several laboratories
NCOA3 inh – human NCOA3 inhibition; Q9Y6Q9; 360,000 compounds, 0.17% hits; inhibition, % at 3.6 µM; HEK293 GAL4-SRC3 luciferase reporter, luminescence;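 active = inhibition above a per-campaign cutoff, the mean of all compounds plus 3 SD, cut at about 60% in these data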;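 also: 0% = DMSO-treated cells and 100% = gossypol-treated cells at 36 µM; higher means less SRC3-driven luciferase light from the GAL4 reporter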
TLR9-MyD88 block – TLR9-MyD88 interaction inhibition; Q9NR96+Q99836; CHO BLA complementation TLR9-MyD88, CCF4 FRET ratio; inhibition, % at 4.98 µM; 340,000 compounds, 0.21% hits;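 active = inhibition above the mean over all tested compounds plus 3 SD, cut at about 21% in these data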;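 also: 0% = DMSO only wells and 100% = clavulanate BLA inhibitor control wells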
SRC1 inh – inhibitors of human steroid receptor coactivator 1 (SRC1). Q15788. HEK293 GAL4-SRC1 luciferase reporter, luminescence. inhibition, % at 3.6 µM. 360,000 compounds, 0.12% hits. AID 588354;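 active = inhibition above the campaign mean plus 3 SD, with each screening campaign given its own cutoff, cut at about 60% in these data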;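 also: 0% = DMSO treated cells and 100% = gossypol at 36 µM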
SRC2 inh – human SRC2 (NCOA2) inhibition; Q15596; HEK293 GAL4-SRC2 luciferase reporter, luminescence; inhibition, % at 9 µM; 370,000 compounds, 0.17% hits; AID 651957;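 active = inhibition above the mean inhibition of all tested compounds plus 3 SD, set per campaign, cut at about 52% in these data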;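 also: 0% = DMSO treated cells and 100% = cells given Gossypol at 36 µM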
LMP1 NFkB inh – reduces LMP1-driven NF-kappaB luciferase signal | inhibition, % at 12.5 µM | LMP1-induced NF-kappaB luciferase reporter cells, luminescence | 350,000 compounds, 0.69% hits; in the data active = inhibition above about 41%;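 also: 0% = neutral control wells and 100% = reference inhibitor control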
MC4R antagonist – antagonists of human melanocortin 4 receptor (MC4R); MC4R-expressing cells, MTII-stimulated cAMP, LANCE TR-FRET; inhibition, % at 6.5 µM; 360,000 compounds, 0.48% hits;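 active = inhibition above its plate's cutoff, the mean of tested wells on that plate plus 3 SD, cut at about 29% in these data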;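 also: 0% = Melanotan II alone and 100% = Melanotan II plus saturating MCL0020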
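Assay system: U2OS cells stably expressing human melanocortin 4 receptor (MC4R) / Dosing: 6.5 µM / Timing: compound 30 min, challenge 1 h, detection 1 h / Measured by: Eu-cAMP/anti-cAMP TR-FRET, emission 671 nm / Replicates: singlicate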
NOD2 RIPK2 PPI – inhibitors of human NOD2-RIPK2 interaction; O43353; CHO BLA complementation NOD2-RIPK2, CCF4 ratio; inhibition, % at 4.98 µM; 360,000 compounds, 0.38% hits; in the data active = inhibition above about 21%;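 also: 0% = vehicle only and 100% = reference blocker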
ABHD5-PLIN5 inh – inhibitors of human ABHD5-perilipin-5 interaction; inhibition, % at 4 µM; AID 602281; 360,000 compounds, 0.78% hits; Split G. princeps luciferase complementation, luminescence, 4 h; Q00G26+Q8WTS1;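 active = inhibition above the mean inhibition across every tested compound plus 3 SD, cut at about 22% in these data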;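 also: 0% = DMSO only wells and the 100% control is not disclosed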
COUP-TFII inh – inhibitors of human COUP-TFII (NR2F2); P24468; HEK293T NGFI-A luciferase reporter, luminescence; inhibition, % at 8.6 µM; 370,000 compounds, 0.7% hits;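 active = inhibition above a per-plate cutoff, mean inhibition of test wells between control levels plus 3 SD, cut at about 38% in these data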;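 also: cells cotransfected with COUP-TFII expression vector driving the NGFI-A reporter; 0% = median of COUP-TF2 test wells and 100% = reporter-only cells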
LRH-1 inv ag – inverse agonists of human LRH-1 (NR5A2). O00482. 360,000 compounds, 0.13% hits. HEK293T StAR-luciferase reporter, LRH-1 transfected, 24 h. inhibition, % at 3.6 µM. AID 602396;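 active = inhibition above the mean inhibition of all tested compounds plus 3 SD, cut at about 73% in these data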;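 also: 0% = DMSO wells and 100% = reporter-only cells lacking LRH-1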
MC4R ag barr – activates human MC4R beta-arrestin recruitment. P32245. U2OS MC4R beta-arrestin complementation, luminescence; percent of melanotan II response, DMSO zero. activation, % at 8.9 µM. 360,000 compounds, 0.98% hits;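 active = activation above a per-plate cutoff, the mean activation of sample wells on that plate plus 3 SD, cut at about 8% in these data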
The depositor's hits bear a star; . = not tested or not shown.

molecule	NCOA3 inh	MC4R ag barr	SRC2 inh	TLR9-MyD88 block	ABHD5-PLIN5 inh	MC4R antagonist	LMP1 NFkB inh	COUP-TFII inh	LRH-1 inv ag	SRC1 inh	NOD2 RIPK2 PPI
C#CCNC(=O)C1=C[C@@H](c2ccc(C(F)(F)F)cc2)[C@H](CCCO)[C@@H](OCC)O1	-15	-1.8	2	-4	5	11	0	-4	6	0	-6
COc1cc([C@H](Cc2ccccc2)NC(C)=O)oc(=O)c1	3	-0.1	-7	8	0	3	0	-4	-16	-1	-5
CC(=O)c1ccc(S(=O)(=O)NC2CCCCCCC2)cc1	14	0.8	-14	-9	-6	35*	8	-7	-6	12	-4
Cc1noc(NS(=O)(=O)c2ccc(NC(=O)CSc3nc4ccccc4[nH]3)cc2)c1C	17	-1.3	17	1	3	6	-7	-2	-13	5	-6
O=c1oc2ccccc2c(O)c1/C=N/c1ncccn1	-7	0.9	-8	-7	9	5	-12	-6	0	-3	-8
COc1cc(C(=O)NC2CCN(CC(=O)NC3CCCCC3)CC2)cc(OC)c1OC	5	-0.5	-8	-2	1	7	-5	16	3	0	-12
CC(CO)Nc1nc(SCc2ccccc2)nc2sc3c(c12)CCC3 (stereo not given)	-1	-3.4	-4	-6	2	4	-8	-4	-47	-4	4
COc1ccc(CCNC(=O)CS(=O)Cc2nc(-c3cccs3)oc2C)cc1OC (stereo not given)	-6	-1.6	-7	0	1	5	10	0	-19	-4	-7
O=S(=O)(NCc1cccnc1)c1ccc(Cl)c2ccccc12	8	0.9	1	-9	1	12	-4	15	16	12	-1
CC(C)CC(NC(=O)c1ccc(Cl)cc1)C(=O)OCc1cc([N+](=O)[O-])cc2c1OCOC2 (stereo not given)	10	-1.1	3	1	0	3	7	13	6	10	3
COc1ccc(-c2coc3c(C(=O)NCc4cccs4)cccc23)c(C)c1	-10	-2.1	8	.	0	3	.	28	-26	10	0
CC(=O)N(C)c1ccc(OCC(O)COc2ccc(N(C)C(C)=O)cc2)cc1	18	0.2	7	-3	3	5	1	5	-2	-12	-11
CN1CCN(Cc2nc3c(c(=O)n(C)c(=O)n3C)n2CCCc2ccccc2)CC1	1	-4.0	-7	1	-1	1	1	9	1	-15	0
Cc1cc(C)c2[nH]c(=O)c(CN(CC3CCCO3)S(=O)(=O)c3ccc4c(c3)OCCO4)cc2c1 (stereo not given)	-31	0.4	3	6	8	9	5	6	3	19	-4
CCN(C(=O)COc1ncnc2scc(-c3ccc(F)cc3)c12)C1CCS(=O)(=O)C1 (stereo not given)	8	-1.1	1	-1	-2	4	3	17	-8	-26	-8
COc1ccc(N2CCN(C(=O)c3oc4ccccc4c3NC(=O)Cc3cccc(OC)c3)CC2)cc1	1	-2.4	-29	-18	-2	-3	-6	-7	22	13	-2
CCc1nonc1NC(=O)c1oc2ccc(Br)cc2c1C	-15	-0.8	-30	5	-8	6	-10	-9	-18	11	-10
Cc1ccc(OCCn2cc(/C=C/C(=O)O)c3ccccc32)cc1	13	-1.1	9	1	0	23	-7	0	-25	0	1
Cc1ccc2cc(CCNC(=O)C3CCCC3)c(=O)[nH]c2c1	-11	-1.0	-8	-1	5	1	-1	1	6	7	1
CCCCOc1ccc(Cc2cnc(N)nc2N)cc1	11	1.9	-6	-9	0	-1	-9	-2	19	-5	-3
Cc1cc(=O)[nH]c(SC/C=C/c2ccccc2)n1	-7	-1.6	-8	-11	10	-5	0	-15	6	-9	-4
COc1ccccc1NC(=S)NCc1cccs1	3	-1.6	6	-6	3	15	-4	25	4	6	0
CC1CCC(NC(=O)CCS(=O)(=O)c2ccc3c(c2)oc(=O)n3C)CC1 (stereo not given)	-15	-2.0	-36	-4	-1	-2	0	20	8	-11	7
CCOC(=O)c1cnc2c(OC)cccc2c1Nc1ccc2c(c1)OCCO2	9	-3.1	-16	2	-1	2	28	4	18	7	2
CCc1cccc(NC(=O)CC2SC(N3CCCC3)=NC2=O)c1 (stereo not given)	6	-0.3	7	-11	-4	8	1	18	-38	-3	-2
CN(C)CCNC(=O)Cn1ccc2cc(S(=O)(=O)N3CCCCC3)ccc21	16	-2.0	13	-3	2	2	-7	3	1	10	-1
Cc1ccc(-c2nc(SCC(=O)c3c(N)n(C)c(=O)n(C)c3=O)n[nH]2)cc1	1	-2.0	1	1	-1	3	-5	-1	2	4	1
O=C(Nc1cccnc1)c1cc([N+](=O)[O-])ccc1Cl	9	0.1	8	-6	-1	14	4	-8	-14	0	-7
Cn1nnnc1SCC(=O)NNC(=O)c1ccc(Br)cc1	6	-2.1	-3	1	-4	-5	-4	-15	1	18	-2
O=C(Nc1ccc(Cl)c(Cl)c1)N(CCCN1CCOCC1)Cc1cccs1	-6	1.9	9	0	6	1	4	15	-7	9	2
COCCC(=O)N1CCC(Oc2ccc(C(=O)NC3CCOC(C)(C)C3)cc2)CC1 (stereo not given)	-11	-0.9	-4	5	-7	-1	3	-7	-3	5	12
O=C(Nc1ccc2c(c1)C(=O)NC2=O)c1cccc(Cl)c1	-11	3.7	16	-2	-6	11	-4	-12	-18	-5	-5
CSc1ccc(-c2cc3c(c4c2ccn4C)C2CCC3C2)cc1 (stereo not given)	0	.	12	.	-5	.	.	-11	-17	8	-2
CC(Cc1ccccc1)NC(=O)CCCN1C(=O)c2ccccc2C1=O (stereo not given)	-15	-2.6	16	6	2	18	0	-18	-27	-9	0
Cc1ccc(S(=O)(=O)N2C[C@H]3[C@H]4C(=O)N(c5ccccc5)C(=O)[C@H]4CC(=O)[C@H]3[C@@H]2c2cccc3ccccc23)cc1	-9	.	-32	.	9	.	.	-11	-4	-7	-75
COc1ccc(NC(=O)/C(=C\c2ccc(F)cc2)NC(=O)c2ccco2)cc1	2	-1.0	30	3	2	2	10	-21	3	-1	3
COc1cc(-c2cc(NC(C)=O)c3ncc(-c4ccc(F)cc4)n3c2)cc(OC)c1OC	1	12*	-12	.	2	17	.	-18	2	-27	-3
Cc1ccccc1N1CCN(Cc2nc(Cc3ccccc3F)no2)CC1	0	0.2	-14	-3	-3	10	6	2	12	-13	-5
Cc1ccc(S(=O)(=O)NNC(=O)c2sc(=S)n(C)c2C)cc1	10	0.0	36	-10	-5	-8	-1	-17	5	-16	3
COc1ccc2oc(=O)c(C(=O)Nc3cccc(C)c3)cc2c1	-32	-1.8	-25	2	7	17	-43	-6	-43	-22	-10
Cc1ccc(C(=O)NCC(=O)Nc2ccc(C)c(S(=O)(=O)Nc3ccc(Cl)cc3)c2)s1	10	6.6	-33	-3	-3	15	-7	13	-9	-1	18
COc1ccc(C(=O)Nc2nc(C)cs2)cc1S(=O)(=O)N1CCCC1	12	-1.8	-13	2	-2	-4	-4	8	6	2	1
CC(C)CN1C(=O)C(=O)N(CC(=O)NCc2ccc3c(c2)OCO3)C1=O	7	-1.2	7	-8	7	2	0	-4	5	6	2
COc1ccc(-c2noc(CNS(=O)(=O)c3ccc(NC(C)=O)cc3)n2)cc1OC	3	-0.7	0	7	7	-2	-1	-7	21	0	-2
NC(=O)CSc1ccc(S(=O)(=O)N2CCOCC2)cn1	10	-2.8	-19	5	7	-1	2	15	8	-9	-2
CCCCCC(=O)Nc1c2c(nc3ccccc13)CCC2	-5	-1.6	-8	-4	-2	-2	9	-10	-15	2	-3
Cc1[nH]c2ccccc2c1C(=O)C(=O)N1CCN(c2ccccc2)CC1	-2	2.4	-7	-3	5	2	-10	-7	-12	0	5
COc1ccc(C2=NCCn3nc4cc(C(F)(F)F)ccc4c32)cc1	-10	0.9	11	-7	9	-6	-5	-25	-5	-14	7
O=C(Cn1nc(C(F)(F)F)c2c1CCCC2)NC1CCCC1	8	-0.6	-19	8	-4	11	-1	-25	-18	5	-4
COC(=O)c1ccc(N2CCS(=O)(=O)CC2)cc1	8	0.4	14	11	1	-1	-3	-3	-2	2	-14

Next section.
molecule	NCOA3 inh	MC4R ag barr	SRC2 inh	TLR9-MyD88 block	ABHD5-PLIN5 inh	MC4R antagonist	LMP1 NFkB inh	COUP-TFII inh	LRH-1 inv ag	SRC1 inh	NOD2 RIPK2 PPI
CCOc1ccc(NC(=O)c2ccc(NC(=S)NC3CC3)cc2)cc1	-1	0.8	16	-8	2	14	8	10	-7	-18	-11
CCn1cnnc1SCC(=O)Nc1ccccc1C(=O)NC1CC1	-32	-1.1	-18	-2	2	2	2	-9	3	11	-12
O=C(COc1ccc(Cl)cc1Cl)N/N=C/c1ccccn1	-3	-2.5	8	-8	1	8	19	-10	-11	14	-4
Cc1cccc(C(=O)OCC(=O)N2CC(C)OC(C)C2)c1C (stereo not given)	7	0.6	-5	-6	5	-1	-2	6	7	1	-9
C#CCOC(=O)C[N+](C)(C)CC=C	-1	-0.7	-14	5	9	14	2	2	1	0	-5
Cc1ccc(S(=O)(=O)Nc2nnc(CC(C)(C)C)s2)cc1	11	-0.4	-2	8	8	2	1	-2	6	10	3

This is a subset, so the mix of outcomes need not match the whole.
